Hep lipid drop = modulators of hepatic lipid droplet formation. AML12 mouse hepatocytes, oleate lipid droplets, BODIPY imaging. inhibition, % at 6.5 µM. actives 0.4% (n = 240,000);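 active = lipid droplet intensity inhibited by at least 50%, with more than 500 cells counted; inconclusive = wells with under 300 cells, treated as cytotoxic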
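Test system: AML12 hepatocytes (mouse); reagent: oleate loading, 100 µM; dosing: one dose, 6.5 µM compound; incubation: overnight exposure; signal: fluorescence imaging, 20x objective, two fields per well; read-out basis: % inhibition of corrected integrated BODIPY droplet signal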
Autophagy HCS = alters autophagy in cells. MEF GFP-LC3 puncta imaging; test concentration mostly 10 µM. calls only at 10 µM (by protocol). actives 0.98% (n = 190,000);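 active = percentage of spot-positive cells more than 3 SD above its plate mean, without a fluorescence outlier flag or 80% toxicity; inconclusive = no clear call, values can overlap the other calls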;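 note: spot-positive cell cutoff set from DMSO-treated cells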
b-catenin transl = modulators of beta-catenin nuclear translocation; AID 1665; actives 0.3% (n = 190,000); HeLa beta-catenin nuclear translocation, immunofluorescence imaging; nuclear translocation activity, % at 5 µM;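 active = nuclear translocation activity above 50% at 5 µM, with a well cell count of 50 or more; inconclusive = wells under 50 cells across six images, flagged as toxic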;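 note: per-cell ratio of nuclear to cytoplasmic median beta-catenin stain intensity; plate controls were DMSO negative control for no effect and GSK-3 inhibitor IX positive control for full effect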
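Signal – beta-catenin immunofluorescence imaging with DAPI · Test system – human HeLa cell line · Dosing – 5 µM primary single dose, 0.1% DMSO, 0.02–20 µM confirmation series · Measure – % activation, nuclear-to-cytoplasmic median beta-catenin signal ratio per cell · Incubation – 24 h compound exposure at 37°C, 5% CO2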
T cell modulator = modulates CD8 T cell binding to vesicles; 2C CD8+ T cell-vesicle binding, flow cytometry; stronger effect = lower value; calls only at 7 µM; actives 0.068% (n = 330,000); AID 2052;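 active = response, share of CD8 T cells binding vesicles, and their 90th percentile fluorescence all below set limits, cut at about 80% in these data, passing the limit was not always enough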
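Benchmarks: naked versus QL9-loaded vesicles / Assay system: purified 2C TCR transgenic mouse naive CD8+ T cells / Technique: high-throughput flow cytometry with anti-B7-1 and anti-CD8 staining / Timing: Cell–vesicle co-incubation 1.5 h at 37 °C, staining 20 min on ice / Read-out: percent CD8+ FL2 mean versus row control / Probe or stimulus: QL9-loaded Drosophila micro-vesicles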
MT stabilize HCS = microtubule stabilization, imaging screen | HeLa tubulin immunostaining HCS, 24 h; share of cells brighter than vehicle mean+2SD | % tubulin-high responders, % at 10 µM | actives 0.83% (n = 200,000);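 active = plate Z-score above 3 for both tubulin-high and condensed-nucleus cell shares, with cell loss under 80%, at 10 µM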;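 note: anti alpha tubulin signal scored within the nucleus-defined area of each cell; some results filed as inactive read as strong as hits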
TNAP activators = stimulation of alkaline phosphatase TNAP activity – biochemical, luminescent, no phosphate acceptor, uHTS, primary screen (AID 1001); activation fold at 20 µM; hits with a dose series show EC50 in µM; purified TNAP, luminescent activation assay, no phosphate acceptor; higher activation fold means a stronger effect; actives 0.03% (n = 200,000); in the data active = activation fold from about 3, or a potency from the dose series; inactive = the rest, 99 in 100 with activation fold below about 1.6; note: many of its hits are not listed in these tables
PMI inhibitors = MPI enzyme activity inhibition – biochemical, fluorescence intensity, coupled assay, primary screen (AID 1209) | purified PMI enzyme, coupled fluorescence intensity; higher % means a stronger effect | inhibition, % at 20 µM, or IC50 in µM where a hit was titrated | actives 0.42% (n = 190,000);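 note: plate controls were DMSO vehicle for no effect and wells lacking substrate for full effect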
human PMI inhibitors = MPI inhibition at elevated mannose 6-phosphate – biochemical, fluorescence intensity, high mannose 6-phosphate, primary screen (AID 1220) | one-dose inhibition, % at 20 µM; IC50 in µM for titrated hits | actives 0.66% (n = 190,000) | recombinant PMI enzyme, coupled fluorescence intensity; higher % means a stronger effect
Ins promoter up = MIN6 insulin promoter up-regulation | MIN6 insulin promoter-GFP reporter, high-content imaging; stronger effect = higher value | actives 0.3% (n = 190,000) | z-score at 5 µM | AID 1625;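 active = z-score above 3 at 5 µM with at least 500 cells counted in the well; inconclusive = wells under 500 cells, flagged as cytotoxic or low count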
Ins promoter up cell count = also measured in Ins promoter up; calls as there; cell count; measured here: cytotoxicity, nuclei count;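 total cells summed across four imaged fields per well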
Hep lipid drop cells 6.5 µM = recorded beside Hep lipid drop, whose call it bears; cell count; measured here: cell count, cytotoxicity flag;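 cells counted across two imaged fields per well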
b-catenin transl cell count 5 µM = further read-out of b-catenin transl, marked with its call; cell count; measured here: cell count, cytotoxicity flag
T cell modulator vesicle-bound % = also measured in T cell modulator; calls as there; double positive events, %; measured here: CD8+ vesicle-bound cell fraction;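 binding gate set so that unloaded-vesicle control wells show 10% double positive cells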
MT stabilize HCS Hoechst-high % = second read-out of MT stabilize HCS, no call of its own (marks repeat the call); % Hoechst-high responders; measured here: nuclear condensation Hoechst responders;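 share of cells brighter than vehicle mean plus two SD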
MT stabilize HCS cytotoxicity % = recorded beside MT stabilize HCS, whose call it bears; toxicity, %; measured here: cytotoxicity by cell density;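 0% = mean cell density of plate MIN control wells and 100% = no cells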
Autophagy HCS cell loss 18 h = also measured in Autophagy HCS; calls as there; toxicity, %; measured here: cell loss, nuclei count;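 cell loss after 18 h compound exposure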
* = called active by the depositor; i = inactive; ? = inconclusive; . = no result given; + = active, no number. Cut-off read from the data, not from the text of the source, unless noted: active = inhibition above about 50%; inactive = the rest.

Order of values – b-catenin transl	Ins promoter up	Ins promoter up cell count	b-catenin transl cell count 5 µM	Hep lipid drop cells 6.5 µM	MT stabilize HCS cytotoxicity %	Autophagy HCS	Hep lipid drop	PMI inhibitors	T cell modulator	human PMI inhibitors	TNAP activators	Autophagy HCS cell loss 18 h	T cell modulator vesicle-bound %	MT stabilize HCS	MT stabilize HCS Hoechst-high %
> O=C(O)C1CC(O)CN1C(=O)c1ccco1 (stereo not given)
    -3.5	-0.41	1882	1142	593	8.0	i	-27	2%	i	8%	1.1	-8	56	1.5	2.4
> Cn1c(=O)nc2n(Cc3ccccc3)c3cccc(Cl)c3cc-2c1=O
    -0.6	-0.08	1440	1125	627	5.5	i	0	-22%	i	-15%	1	24	23	5.4	3.1
> C/C(Cl)=C\Cn1c(N2CCCCCC2)nc2c1c(=O)n(C)c(=O)n2C
    -9.5	-0.69	1289	1241	711	5.8	i	15	14%	i	8%	1.1	-3	34	1.0	1.1
> CN(CC(=O)Nc1sccc1C#N)Cc1ccccc1
    .	-0.62	1054	.	721	4.4	i	21	2%	i	1%	1.1	-16	5	3.6	2.4
> CCOc1cc(-c2c(C)c(CC)nc(N)c2C#N)ccc1O
    -7.7	0.44	1347	1004	.	0.1	i	.	1%	i	6%	1.1	8	35	7.4	3.0
> CCOC(=O)c1nc(NCc2cccnc2)c2ccccc2n1
    0.4	-0.35	1943	1070	551	20	i	-3	7%	i	9%	1.2	3	11	2.5	2.5
> C=CCn1c(CCNC(=O)c2cccs2)nnc1SCC(=O)Nc1cccc(C(C)=O)c1
    -1.0	0.21	1309	1217	753	6.6	i	10	2%	i	0%	1.1	-5	4	3.5	2.7
> COc1ccc(C(=O)Nc2ccc(OC)c(OC)c2)cc1
    .	0.2	1268	.	703	4.9	i	5	14%	i	13%	1.1	0	8	1.6	1.6
> CC(C)(C)c1ccc(OCCCC(=O)Nc2ccc(S(N)(=O)=O)cc2)cc1
    1.4	-0.68	1190	1110	715	5.4	i	-7	1%	i	7%	1.1	18	53	3.4	2.4
> CCOc1cc(C2CC(=O)Nc3cc(C)c(C)cc32)ccc1O (stereo not given)
    -3.7	0.22	1413	1113	.	5.0	i	.	7%	i	11%	1.1	2	50	2.4	1.2
> Cc1ccc(CSc2ncnc3onc(C)c23)cc1
    2.3	-1	1359	1263	677	.	.	-2	.	i	.	.	.	59	.	.
> CCCc1nc2ccccc2c(C(=O)OCC(=O)NCc2ccc3c(c2)OCO3)c1CC
    .	-1.2	1348	.	620	2.6	i	36	18%	i	16%	1	9	44	3.5	1.7
> Cc1nnc(C)n1/N=C/c1cc(Br)ccc1O
    -1.2	0.17	1645	1382	.	7.4	i	.	13%	i	14%	1.1	1	21	4.6	3.1
> Cc1ccc(S(=O)(=O)N=Nc2c(O)[nH]c3ccccc23)cc1C
    -18	.	.	1253	755	3.0	i	9	-92%	i	-122%	1.1	1	18	2.0	1.9
> COc1cccc2cc(C(=O)N(C)C)c(=O)oc12
    -0.5	-0.65	1236	1040	700	4.9	i	2	-4%	i	-10%	1	-2	24	1.6	2.2
> O=C(O)/C=C/c1cnc2ccccc2n1
    -2.9	0.38	1542	1108	688	9.8	i	8	-4%	i	7%	1	9	58	2.3	1.0
> CCOC(=O)C(Sc1ncnc2c1sc1nc(N3CCOCC3)c3c(c12)CCCC3)c1ccccc1 (stereo not given)
    0.5	-0.18	1547	1387	.	5.1	i	.	-4%	.	-25%	1.1	0	.	1.3	1.1
> CCC(C)C(NC(N)=O)C(=O)Nc1ccc(S(=O)(=O)Nc2ccc(OC)cc2)cc1 (stereo not given)
    -0.9	0.06	1252	1055	688	1.8	i	10	-3%	i	-2%	1.2	-6	52	3.7	2.1
> CC(C)n1cc(CN2CCN(CCc3ccccc3)C(CCO)C2)cn1 (stereo not given)
    -1.4	0.28	1438	1050	669	5.2	i	-13	-3%	i	-10%	1.1	17	38	5.2	3.8
> O=C(c1cc(NC(=O)C23CC4CC(CC(C4)C2)C3)cc(NC(=O)C23CC4CC(CC(C4)C2)C3)c1)N1CCCCC1
    0.9	?	.	1103	696	8.0	i	4	5%	i	14%	1.4	5	40	3.3	1.4
> CCN(CC)c1ccc(C(=O)OCC(=O)Nc2sccc2C#N)cc1
    1.1	-0.74	1536	1096	675	8.4	i	7	10%	i	0%	1.1	4	46	3.4	2.9
> Cn1nc(C(F)(F)F)c(-c2cccc(C(F)(F)F)c2)c1NC(=O)c1cccnc1
    -0.4	-0.05	1119	1416	695	.	.	-11	.	i	.	.	.	47	.	.
> Cc1ccccc1NC(=O)c1cc(S(=O)(=O)N2CCCCC2)cs1
    .	2.3	880	.	805	6.0	i	18	7%	i	0%	1.1	27	39	2.7	1.6
> CCN(Cc1ccccc1)C(c1cc2cc(C)cc(C)c2[nH]c1=O)c1nnnn1CCOC (stereo not given)
    -6.6	-0.81	1141	968	.	14	i	.	-11%	i	-2%	1.1	-4	24	1.2	3.2
> CCN1C(=O)C(CC(=O)N2CCN(C(c3ccccc3)c3ccccc3)CC2)N(CC)C1=O (stereo not given)
    .	0.47	1308	.	708	0.6	+	5	2%	i	0%	1.1	32*	5	3.5	1.5
> CC(C)c1nnc(NC(=O)CN2C(=O)c3ccccc3C2=O)s1
    -0.5	0.18	1424	1351	.	10.0	i	.	7%	i	11%	1	21	16	2.8	2.2
> Cc1ccccc1NC(=O)Cn1c(=O)n(CC2CCCO2)c(=O)c2ccccc21 (stereo not given)
    -0.3	0.21	1312	1061	709	4.2	i	0	-14%	i	-12%	1.1	4	22	1.4	1.5
> COc1cc(-c2nnc(COC(=O)C3c4ccccc4Oc4ccccc43)o2)cc(OC)c1OC
    -3.9	0.3	1192	1049	.	11	i	.	6%	i	5%	1.1	-4	19	1.6	2.6
> Cc1ccc(NC(=O)CCN2C(=O)CSC2=O)cc1
    -1.5	.	.	523	768	7.0	i	-6	-8%	i	-5%	1.1	-16	51	3.1	2.4
> CCOC(=O)c1ccc(N2C(=O)CC(N3CCN(C(=O)c4ccccc4)CC3)C2=O)cc1 (stereo not given)
    0.2	-0.09	1399	1554	582	4.0	i	2	3%	i	2%	1	-24	52	3.8	1.9

Some of these compounds in order of the PMI inhibitors value, ascending:
Structure	PMI inhibitors
Cc1ccccc1NC(=O)Cn1c(=O)n(CC2CCCO2)c(=O)c2ccccc21 (stereo not given)	-14%
CC(C)n1cc(CN2CCN(CCc3ccccc3)C(CCO)C2)cn1 (stereo not given)	-3%
CC(C)c1nnc(NC(=O)CN2C(=O)c3ccccc3C2=O)s1	7%

(next part)
Order of values – b-catenin transl	Ins promoter up	Ins promoter up cell count	b-catenin transl cell count 5 µM	Hep lipid drop cells 6.5 µM	MT stabilize HCS cytotoxicity %	Autophagy HCS	Hep lipid drop	PMI inhibitors	T cell modulator	human PMI inhibitors	TNAP activators	Autophagy HCS cell loss 18 h	T cell modulator vesicle-bound %	MT stabilize HCS	MT stabilize HCS Hoechst-high %
> CCC(C)(C)NC(=O)C(OC(=O)c1ccco1)c1ccccc1OC (stereo not given)
    .	1	1254	.	739	9.7	i	6	14%	i	5%	1.1	-5	45	2.3	2.0
> O=C(Nn1cnnc1)c1csc2ccccc12
    1.8	-0.43	1244	977	760	1.6	i	-6	-5%	i	-15%	1.1	7	28	2.4	1.5
> O=C(CNC(=O)Cn1cnc2sc3c(c2c1=O)CCCC3)NCc1ccccn1
    -3.4	-0.4	1301	839	.	9.7	i	.	-2%	i	-4%	1.1	-5	33	2.2	1.4
> C=CCn1c(CSCc2ccc(Cl)cc2Cl)nnc1SCC(=O)Nc1ccc(C(=O)O)cc1
    -1.2	-0.19	1078	1371	724	.	.	-2	.	i	.	.	.	9	.	.
> COc1ccc(OC)c(CC(NC(C)=O)C(=O)NC2CCN(c3nnnn3-c3ccccc3)CC2)c1 (stereo not given)
    -0.8	0.13	985	1398	668	.	.	0	.	i	.	.	.	46	.	.
> COc1ccc(CCNC2=CC(=O)N(c3ccc(F)cc3)C2=O)cc1
    0.1	-0.67	1242	1045	678	4.4	i	5	-10%	i	19%	1.7	8	33	3.9	3.4
> O=C(O)COc1cccc(NC(=O)c2ccccc2)c1
    -5.6	0.45	1199	999	.	3.2	i	.	-9%	i	-10%	1.1	-34	49	2.3	2.0
> Cc1ccccc1OCCn1cc(C(=O)O)c2ccccc21
    -5.4	0.41	1630	1108	680	10	i	-7	-2%	i	0%	1.1	-10	66	1.6	1.1
> N/C(=N\OC(=O)Cc1ccc([N+](=O)[O-])cc1)c1cccc(Br)c1
    -2.1	0.55	1419	1032	681	2.0	i	7	10%	i	9%	1	29	40	4.4	2.3
> C/C(=N/OCO/N=C(\C)c1ccccc1)c1ccccc1
    0.4	-0.97	1382	983	564	8.4	i	0	15%	i	11%	1	3	45	4.8	2.5
> O=C1CCC(=O)N1CCC(c1ccc(F)cc1)c1ccco1 (stereo not given)
    .	.	.	.	796	0.5	i	-2	8%	i	1%	1.1	-4	32	1.6	1.6
> O=[N+]([O-])c1cc(CN2CCN(c3ccccc3)CC2)c(O)c2ncccc12
    0.5	.	.	1418	519	23	i	-51	-3%	i	36%	0.8	28	53	5.1	7.6
> COC(=O)C1=NNCC12CC(=O)N(c1ccc(Br)cc1)C2=O (stereo not given)
    -2.7	?	.	555	632	0.8	i	2	2%	i	12%	1.1	16	58	3.1	1.8

Source: PubChem
